Bioassay records (PubChem)
UTI89 phage lysis = inhibition of K1F phage lysis, E. coli UTI89, bacterial capsule biogenesis inhibitors, alamar blue (AID 488966) | one-dose inhibition, % at 100 µM; IC50 in µM for titrated hits | E. coli UTI89 K1F phage lysis, alamar blue, 2 h; higher % means a stronger effect | 0.02% of 340,000 active;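 active means phage lysis inhibition, versus mean bacterial control, above a set limit; inconclusive means no clear call, values can overlap the other calls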;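 further: capsule biogenesis inhibitors block K1F phage lysis so surviving cells raise fluorescence; higher fluorescence means more inhibition of phage lysis; actives were called in the ten point dose series up to 300 µM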
Autophagy HCS = alters autophagy in cells; 0.98% of 190,000 active; MEF GFP-LC3 puncta imaging; test concentration mostly 10 µM; AID 463193; calls only at 10 µM (by protocol);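 active means percentage of spot-positive cells more than 3 SD above its plate mean, without a fluorescence outlier flag or 80% toxicity; inconclusive means no clear call, values can overlap the other calls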;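 further: spot-positive cell cutoff set from DMSO-treated cells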
Ins promoter up = MIN6 insulin promoter up-regulation | MIN6 insulin promoter-GFP reporter, high-content imaging; stronger effect = higher value | z-score at 5 µM | 0.3% of 190,000 active | AID 1625;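 active means z-score above 3 at 5 µM with at least 500 cells counted in the well; inconclusive means wells under 500 cells, flagged as cytotoxic or low count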
b-catenin transl = alters nuclear translocation of beta-catenin in HeLa cells; immunofluorescence imaging; AID 1665; nuclear translocation activity, % at 5 µM; 0.3% of 190,000 active;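 active means nuclear translocation activity above 50% at 5 µM, with a well cell count of 50 or more; inconclusive means wells under 50 cells across six images, flagged as toxic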;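 further: per-cell ratio of nuclear to cytoplasmic median beta-catenin stain intensity; plate controls were DMSO negative control for no effect and GSK-3 inhibitor IX positive control for full effect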
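System: Human HeLa cells, endogenous beta-catenin | Compound dosing: 5 µM primary, 0.02–20 µM confirmation | Timing: 24 h compound exposure at 37°C, 5% CO2 | Measured by: Fluorescence imaging of beta-catenin antibody stain plus DAPI | Read-out basis: % activation of per-cell nuclear versus cytoplasmic median beta-catenin signal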
P. falciparum M1AAP = P. falciparum M1AAP inhibitors, biochemical, fluorogenic H-Leu-NHMec substrate, 1536-well (AID 1445); recombinant M1AAP, H-Leu-NHMec fluorogenic kinetic assay; higher % means a stronger effect; inhibition, % at 30 µM, or IC50 in µM where a hit was titrated; 0.42% of 220,000 active;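 active means primary inhibition above the hit cutoff, then over 50% inhibition at one or more dose response concentrations, cut at about 23% in these data, passing the limit was not always enough; inconclusive means conflicting primary data, or primary hits not chosen for dose response; inactive means low primary inhibition, or under 50% at every dose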;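 further: plate controls were DMSO full reaction for no effect and no enzyme background for full effect; strong numbers were not always called active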
P. falciparum M17LAP = P. falciparum M17LAP inhibitors, primary screen, biochemical, fluorogenic H-Leu-NHMec substrate, 1536-well (AID 1619); recombinant M17LAP, H-Leu-NHMec fluorogenic kinetic assay; higher % means a stronger effect; one-dose inhibition, % at 30 µM; IC50 in µM for titrated hits; 0.38% of 220,000 active;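 active means compound inhibiting the enzyme by more than half at any dose during confirmatory dose-response retesting; inconclusive means strong single-dose inhibitors picked by rank but not retested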;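 further: plate controls were full reaction with DMSO carrier for no effect and no enzyme background for full effect; strong numbers were not always called active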
MT stabilizer = microtubule stabilizers in HeLa cells | HeLa tubulin immunostaining HCS, 24 h; share of cells brighter than vehicle mean+2SD | % tubulin-high responders, % at 10 µM | 0.83% of 200,000 active;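 active means plate Z-score above 3 for both tubulin-high and condensed-nucleus cell shares, with cell loss under 80%, at 10 µM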;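 further: anti alpha tubulin signal scored within the nucleus-defined area of each cell; some results filed as inactive read as strong as hits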
Dynein transport = blocks dynein driven cargo transport along microtubules | 3617.4 mouse cells, GR-EGFP nuclear translocation imaging; test concentration mostly 20 µM; stimulated with dexamethasone, 1 µM; stronger effect = lower value | z-score, hits read low | 0.47% of 220,000 active | AID 1381;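 active means plate z-score of nuclear minus cytoplasmic receptor signal below a set negative limit, without overly bright fluorescence or cell loss, cut at about -3.5 in these data, passing the limit was not always enough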;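 further: z-score of nuclear minus cytoplasmic ring GR-EGFP intensity difference per well; some compounds called inactive have numbers as strong as hits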
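Medium: Induction medium lacking tetracycline, stripped serum | Probe or stimulus: 1.0 µM final dexamethasone stimulus | Schedule: 48 h induction, then 1 h compound, then 30 min agonist, 37 °C | Signal: Automated 10x imaging of fixed Hoechst-stained cells | Evaluation: Per-cell GR-EGFP intensity, nucleus versus surrounding cytoplasmic ring, well-averaged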
CSM14.1 death rescue = rescue of cells from ER stress-induced death, primary screen, 384-well, CSM14.1, thapsigargin, ATP luminescence (AID 1222); 190,000 tested, under 10 active; CSM14.1 thapsigargin-induced death rescue, ATP luminescence; higher % means a stronger effect; cellular ATP content (survival), % at 20 µM; hits with a dose series show EC50 in µM;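 active means EC50 below 50 µM in the dose-response confirmation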;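 further: death triggered by thapsigargin at about 15 µM added after 2 h compound pretreatment; cell ATP read after overnight thapsigargin exposure of roughly 18 to 22 hours; normalized against plate controls of thapsigargin alone and 5% DMSO vehicle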
Dynein transport cytoplasmic EGFP = further read-out of Dynein transport, marked with its call; z-score; measured here: cytoplasmic GR-EGFP intensity; stronger effect = higher value
Dynein transport nuclear GR-EGFP = recorded beside Dynein transport, whose call it bears; z-score; measured here: nuclear GR-EGFP intensity;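 lower value marks the stronger effect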
Dynein transport cell count = further read-out of Dynein transport, marked with its call; z-score; measured here: cell count per field
Ins promoter up cell count = further read-out of Ins promoter up, marked with its call; cell count; measured here: cytotoxicity, nuclei count;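 total cells summed across four imaged fields per well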
b-catenin transl cell count 5 µM = recorded beside b-catenin transl, whose call it bears; cell count; measured here: cell count, cytotoxicity flag
MT stabilizer Hoechst-high % = second read-out of MT stabilizer, no call of its own (marks repeat the call); % Hoechst-high responders; measured here: nuclear condensation Hoechst responders;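 share of cells brighter than vehicle mean plus two SD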
MT stabilizer cytotoxicity % = recorded beside MT stabilizer, whose call it bears; toxicity, %; measured here: cytotoxicity by cell density;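 0% = mean cell density of plate MIN control wells and 100% = no cells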
Autophagy HCS cell loss 18 h = further read-out of Autophagy HCS, marked with its call; toxicity, %; measured here: cell loss, nuclei count;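 cell loss after 18 h compound exposure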
* = called active by the depositor; i = inactive; ? = inconclusive; . = no result given; + = active, no number; [ ] = another dose, or the depositor's remark. Not a hit list (roughly 2.9% active in at least one column).

SMILES	UTI89 phage lysis	Autophagy HCS	Autophagy HCS cell loss 18 h	Ins promoter up	Ins promoter up cell count	b-catenin transl	b-catenin transl cell count 5 µM	P. falciparum M1AAP	P. falciparum M17LAP	MT stabilizer	MT stabilizer Hoechst-high %	MT stabilizer cytotoxicity %	Dynein transport	Dynein transport cytoplasmic EGFP	Dynein transport nuclear GR-EGFP	Dynein transport cell count	CSM14.1 death rescue
CN1C(=O)C(O)(c2nnc(-c3ccccc3)o2)c2ccccc21 (stereo unspecified)	0.1%	i	-2	0.2	1372	-3.6	1118	5%	7%	1.6	2.3	4.9	-0.62	-0.038	-0.36	0.9	-0.5%
COc1ccccc1CNC(=O)Nc1cccs1	-0.5%	i	2	0.55	872	0.8	1197	5%	10%	3.3	1.9	7.8	-0.19	-0.088	0.15	0.057	3.1%
Cc1ccc(S(=O)(=O)N(CC(=O)N/N=C\c2cccs2)c2cccc3cccnc23)cc1	3.7%	i	-14	.	.	-0.9	987	-1%	13%	4.2	2.8	0.5	-0.76	0.38	-0.56	0.5	21%
COc1ccc(NC(=O)COc2ccc(C)cc2)c([N+](=O)[O-])c1	.	i	7	-0.44	1231	0.0	1050	-8%	-3%	2.1	3.0	6.0	-0.5	-0.23	-0.31	0.22	-1.2%
CCNC(=O)NC(=O)CN(C)c1ccccc1	0.2%	i	-6	-1	1378	-2.0	1125	1%	-4%	3.8	2.1	5.1	0.084	-0.22	0.08	0.81	-15%
COc1ccccc1N1CCN(c2ncc(C(=O)N3CCN(c4cccc(Cl)c4)CC3)c3ccccc23)CC1	.	i	-17	.	.	0.2	1113	11%	-3%	2.6	1.4	11	-1.3	-0.31	-0.61	1.2	0.3%
CN1CCc2nc(NC(=O)c3cccc(OC(F)F)c3)sc2C1	0.4%	i	-5	-0.01	846	.	.	13%	-3%	3.7	1.9	13	1.2	0.14	0.82	-0.074	-1.6%
COC(=O)C1C(c2ccccc2)NC(=O)NC1(O)C(F)(F)Cl (stereo unspecified)	-0.3%	i	45	0.75	1109	-0.8	1069	1%	-4%	4.3	2.2	5.3	-0.14	-0.25	0.17	-0.098	-1.3%
CCc1ccc(N(C(=O)CCC(=O)Nc2cc(C)on2)C(C(=O)NC2CCCC2)c2ccco2)cc1 (stereo unspecified)	4.3%	i	-2	0.22	1328	-2.4	1230	9%	-12%	3.5	2.2	7.8	0.61	-0.22	0.02	0.025	1.6%
CN(CC1COc2ccccc2O1)C(=O)c1ccc(N(C)C)cc1 (stereo unspecified)	1.1%	i	-1	0.07	1176	-3.1	1082	4%	2%	3.3	2.6	9.2	-0.74	-0.36	-0.87	1.3	1.0%
O=C(NCc1ccccn1)c1cc(-c2ccc(-c3ccccc3)cc2)nc2ccccc12	0.0%	i	14	-0.19	1216	2.6	1008	7%	-26%	3.1	0.6	5.4	0.074	-0.25	0.3	-0.51	-1.9%
CC(C)c1ccc(OCC(=O)N(Cc2ccccc2)c2ccccn2)cc1	i	i	-9	0.05	1325	-0.4	970	6%	1%	5.0	2.5	5.7	-0.27	-0.28	-0.37	-0.1	-0.2%
O=C(CN1CC[n+]2c(-c3cccs3)csc21)c1ccc(-c2ccccc2)cc1	1.6%	i	-17	0.75	1227	8.6	604	12%	12%	2.8	1.4	11	-1.6	-0.084	-0.58	0.55	1.4%
CC(=O)c1cccc(N(C(=O)CNC(=O)c2ccco2)C(C(=O)NCc2ccco2)c2ccccc2)c1 (stereo unspecified)	-0.3%	i	-8	-0.61	1363	-1.6	1043	2%	19%	5.2	2.2	12	-0.46	-0.33	0.26	0.74	0.7%
O=C(Nc1nc(-c2cccs2)cs1)c1ccc(S(=O)(=O)N2CCCC2)cc1	0.3%	i	15	-1.5	1078	1.7	1157	6%	-10%	5.3	4.0	3.7	1.2	-0.29	0.69	-0.73	0.3%
O=C(COc1cccc2ccccc12)N/N=C/c1ccncc1	-2.6%	i	5	0.16	1388	-1.5	1165	2%	-5%	4.3	2.0	6.0	0.41	-0.28	0.14	-0.14	.
COc1ccc(C2CC(=O)CC(=O)C2n2cncn2)cc1 (stereo unspecified)	0.1%	i	14	-0.28	1698	-0.4	1434	15%	15%	2.7	2.0	8.4	-0.83	-0.19	0.14	1.8	2.5%
CCNc1nc(NCC)n2c(SC(C(=O)Nc3cc(C)ccc3C)c3ccccc3)nnc2n1 (stereo unspecified)	0.4%[50 µM]	i	-7	-0.09	1337	-2.0	577	6%	7%	6.2	1.8	19	2.6	0.034	1.4	-2.4	-6.5%
COc1ccc(S(=O)(=O)N2CCN(c3ccccn3)CC2)cc1OC	4.0%	i	5	-0.27	1161	4.4	1005	7%	4%	3.1	2.3	24	-1	-0.27	-0.3	-0.0025	2.0%
C=CCC1(C#N)C(=S)NC2=C(C(=O)CC(C)(C)C2)C1c1ccc(Br)cc1 (stereo unspecified)	1.3%	i	1	0.05	1244	-0.6	886	5%	11%	2.8	1.7	4.2	-0.49	-0.22	-0.35	-0.68	10%
O=[N+]([O-])c1cccc(Cl)c1NCCNc1ncc(C(F)(F)F)cc1Cl	0.3%	i	-5	-0.18	1572	-1.0	1456	9%	9%	2.2	2.2	8.8	-0.43	-0.22	-0.42	0.8	-1.3%
COCCN1C(=O)c2oc3ccccc3c(=O)c2C1c1ccc(O)c(OC)c1 (stereo unspecified)	2.9%	i	-6	.	.	-3.7	1124	3%	0%	3.6	2.3	4.1	0.46	-0.21	0.42	0.33	.
CCOCCCN1CN(S(=O)(=O)c2ccc(Cl)cc2)c2nc3ccccc3nc21	-0.2%	i	2	-1.2	1604	-0.9	1306	?	10%	3.3	1.7	0.8	-0.85	0.083	-0.63	-0.089	-0.5%
O=C(O)/C(=C/c1cccnc1)NC(=O)c1ccccc1	4.6%	i	17	.	.	-1.1	1043	7%	-12%	3.9	1.3	10	0.16	-0.14	0.25	0.58	20%
CCOc1cc2[nH]c(=O)n(CCCN3CCCC3=O)c(=O)c2cc1OCC	0.0%	i	10	0.96	1481	-3.6	973	14%	1%	3.4	1.7	3.8	2.7	-0.13	2	-1.8	0.1%
Cc1cccnc1NC(=O)Nc1cccs1	0.1%	i	-11	-0.59	940	.	.	4%	3%	3.0	1.6	0.4	-0.23	-0.071	0.085	0.94	-1.6%
CCOC(=O)CC(NC(=O)c1ccccc1)c1ccc(OC)cc1 (stereo unspecified)	0.5%	i	11	0.67	1281	0.6	1117	8%	28%	1.7	1.7	8.2	-1.5	-0.24	-1.2	1.3	-0.4%
O=S1(=O)CC(O)C(N2CCCCC2)C1 (stereo unspecified)	0.2%	i	-7	.	.	1.6	482	0%	14%	4.3	2.2	5.8	-0.9	-0.21	-0.44	0.27	-0.5%
CCC(Sc1nc2ccccc2[nH]1)C(=O)Nc1ccc(NC(C)=O)cc1 (stereo unspecified)	2.2%	i	-6	0	1457	0.5	1567	8%	0%	1.5	2.0	13	1.3	-0.28	0.77	-2.2	0.6%
CC1CCN(c2ccc(C(F)(F)F)cc2N)CC1	0.5%	i	26	0	1232	1.2	1074	1%	-4%	1.8	1.4	0.0	-0.092	-0.23	0.19	-0.51	-0.4%
COc1ccc(-c2nc(-c3ccccc3OC)no2)cc1OC	-0.4%	i	-7	0.28	1216	1.7	609	0%	7%	4.7	3.5	7.3	0.2	-0.28	0.33	-0.21	-1.1%
Cc1sc2nc(Cc3ccccc3)[nH]c(=O)c2c1-c1ccccc1	1.1%[50 µM]	i	-53	0.49	1298	5.8	494	-1%	11%	2.6	2.7	5.5	-0.34	-0.26	0.43	0.54	-1.2%
O=C(Cn1nc([N+](=O)[O-])nc1Br)NC(c1ccccc1)c1ccccc1	0.8%[50 µM]	i	5	.	.	-0.6	905	8%	10%	3.0	2.3	9.1	-0.68	-0.18	-0.32	0.4	-1.2%
CCOC(=O)C1=C(O)CSC1=Nc1ccccc1	0.0%	i	-11	0.78	1227	-4.7	902	-1%	7%	3.9	2.1	7.2	-0.43	-0.21	-0.022	0.15	0.4%
Cc1cc(C(F)(F)F)c(C#N)c(SCC(=O)Nc2nc3ccccc3s2)n1	1.4%	+	5.8*	1.8	1474	4.1	1025	1%	6%	2.2	3.5	8.6	-2	5.3	-0.7	0.58	3.0%
Cc1ccc(C(=O)N/C(=C\c2ccco2)C(=O)NCCCn2ccnc2)cc1C	4.2%	i	1	0.69	1791	5.7	980	8%	-17%	1.3	1.6	6.4	.	.	.	.	-2.2%
C/C(=N\NC(=O)c1cccc([N+](=O)[O-])c1)c1cccs1	0.2%	.	.	-0.44	1065	-0.8	1216	5%	-11%	.	.	.	0.044	-0.15	0.59	0.68	.
